All columns: NCI-60 one-dose screen, growth in % after 48 h at 10 µM unless noted; 100 = growth as untreated, 0 = no growth, -100 = all killed.
NCI-H226: NCI-H226 lung cancer; AID 1794732; actives 3.5% (n = 79,000)
NCI-H23: NCI-H23 lung cancer | actives 4% (n = 80,000) | AID 1794731
NCI-H522: NCI-H522 lung cancer; actives 8% (n = 78,000)
NCI-H322M: NCI-H322M lung cancer. actives 2.7% (n = 80,000). AID 1794733
OVCAR-4: OVCAR-4 ovarian cancer cells; actives 3.7% (n = 80,000)
NCI/ADR-RES: NCI/ADR-RES ovarian cells. actives 4.4% (n = 81,000)
SK-OV-3: SK-OV-3 ovarian cancer cells | actives 3.2% (n = 80,000) | AID 1794785
IGROV1: IGROV1 ovarian cancer; actives 4.7% (n = 79,000); AID 1794786
NCI-H460: NCI-H460 lung cancer. actives 6.8% (n = 82,000). AID 1794736
* hit, by the source's call; / = not tested or not shown; & = joins results of further samples; ! = not active in a repeat. Rule for the calls: active = growth percent below 10; inactive = the rest.

Order of values – OVCAR-4, NCI/ADR-RES, SK-OV-3, IGROV1, NCI-H23, NCI-H226, NCI-H460, NCI-H522, NCI-H322M
- FC(F)(F)c1ccc(-c2nnc3c4[nH]ccc4ncn23)cc1
    85, /, 94, 70, 97, 94, 96, 94, 95
- COc1ccc(C(=O)c2nc3ccccc3n2CC(=O)c2ccc(Cl)cc2)cc1
    43, -46*, 107, 24, 31, 38, 69, -22*, 85
- Cc1ccc(C(C)C)c(OC(=O)C(C)C)c1
    99, 103, 88, 102, 104, 91, 100, 62, 101
- Cc1c(Cc2ccccc2)c(=O)oc2c(C)c(OCC(=O)n3nc(N)cc3N)ccc12
    98, 107, 90, 99, 90, 93, 108, 78, 81
- O=C(/C(Cl)=N/O)c1ccc(O)c(O)c1
    105, 98, 94, 102, 97, 104, 105, 76, 99
- O=C1OCCCCCCCCCC#Cc2ccccc21
    91, 100, 97, 72, 97, 110, 133, 71, 126
- N#CC1(NC2CCCCC2)CCN(Cc2ccccc2)CC1
    134, 104, 122, 98, 97, 107, 105, 89, 71
- CNC(=O)c1ccccc1Oc1nc(Nc2cc(OC)c(OC)c(OC)c2)ncc1Br
    49, 67, 70, 47, 55, 22, 44, 54, 58
- N#Cc1ccc(C2CC(n3ccnc3)c3cc(Br)cc(Br)c3N2)cc1 (stereo unspecified)
    71, 81, 113, 86, 90, 99, 108, 83, 93
- COc1ccc(-c2nn(-c3cccc(Cl)c3)cc2-c2cc(-c3ccc(Br)cc3)no2)cc1
    112, 100, 96, 94, 91, 94, 98, 81, 91
- CCCC(=O)NCCc1ccc(OC)c(OC)c1
    101, 97, 111, 94, 92, 94, 95, 90, 93
- COc1ccccc1-[n+]1cc(-c2ccc(-c3ccc(S(C)(=O)=O)cc3)cc2)n2c1CCCCC2
    78, 109, 101, 88, 90, 88, 102, 85, 107
- CCOC(=O)c1sc2nc(-c3ccc([N+](=O)[O-])cc3)nc(N3CCOCC3)c2c1C
    100, 101, 109, 88, 107, 90, 102, 89, 98
- COc1cc(/C=C/C(=O)c2cccc(-n3cc(-c4ccccc4)[nH]c3=O)c2)ccc1O
    49, 23, 92, 3.0*, 84, 105, 89, 26, 85
- COc1ccc(NC(=O)C(=O)NNC(=O)c2sc(NNC(C)=O)nc2C)c([N+](=O)[O-])c1
    111, 100, 94, 97, 93, 79, 104, 85, 95
- O=[N+]([O-])c1ccc(/C=N\N=C\c2ccc([N+](=O)[O-])cc2)cc1
    94, 112, 106, 94, 97, 104, 108, 92, 102
- CNC(=O)C(=O)[C@H](Cc1ccccc1)NC(=O)c1[nH]c2ccccc2c(=O)c1C
    111, 107, 108, 103, 103, 104, 104, 95, 98
- Cc1cccc(C(=O)NNC(=O)c2ccccc2)c1
    105, 105, 115, 109, 104, 96, 111, 110, 115
- FC(F)(F)c1ccccc1-c1cn2c(ccc3ccccc32)n1
    95, 62, 81, 73, 85, 77, 85, 49, 96
- COc1cc(OC(F)(F)F)ccc1C(=O)Nc1sc2c(c1C#N)CCC(=O)C2
    62, 75, 81, 112, 55, 88, 100, -36*, 98
- CN1Cn2c(ccc2C(F)(F)F)C(=O)CS1(=O)=O
    97, 103, 106, 104, 108, 111, 110, 103, 104
- COc1ccc(/C=C2\Oc3cc(OCC(=O)c4ccc([N+](=O)[O-])cc4)ccc3C2=O)cc1OC
    110, 117, 110, 105, 106, 106, 121, 96, 118
- Cc1c(O)c(O)cc2c3c(oc12)CC(C(C)C)CC3=O (stereo unspecified)
    81, 94, 101, 45, 85, 89, 93, 70, 88
- Cn1cc(Nc2nccc(-c3ccc(N4CCCC4)c(C#N)c3)n2)cn1
    54, 42, 18, 25, 63, 79, 8.9*, 22, 52
- CC(=O)Nc1ccc(S(=O)(=O)O)c2cccc(O)c12
    112, 97, 94, 103, 99, 86, 113, 93, 109
- CCc1c(-c2ccc(Cl)cc2)nc(N)nc1-c1nc(N)nc(-c2ccc(Cl)cc2)c1CC
    111, 104, 90, 110, 101, 95, 111, 98, 101
- O=S(=O)(Nc1cc(Br)c(O)c2ccccc12)c1ccc(F)cc1
    -98*, 4.7*, 100, 81, 53, 98, 103, 77, 95
- COc1ccc2nc3cc(Cl)ccc3c(N3CCN(c4ccnc(N5CCN(C)CC5)n4)CC3)c2c1
    46, 85, 87, 73, 35, 90, 65, -60*, 94
- Nc1nc(=S)c2ncn(C3OC(COC(=O)c4ccccc4)C(OC(=O)c4ccccc4)C3OC(=O)c3ccccc3)c2[nH]1 (stereo unspecified)
    88, 109, /, 56, 102, 77, 85, 58, 93
- CSC(SC)C(SC)SC
    113, 102, 112, 108, 102, 103, 109, 107, 109

Some entries already given, showing only IGROV1, NCI-H522 and NCI/ADR-RES:
Structure	IGROV1	NCI-H522	NCI/ADR-RES
O=C(/C(Cl)=N/O)c1ccc(O)c(O)c1	102	76	98
COc1ccc(C(=O)c2nc3ccccc3n2CC(=O)c2ccc(Cl)cc2)cc1	24	-22*	-46*

Further entries:
Order of values – OVCAR-4, NCI/ADR-RES, SK-OV-3, IGROV1, NCI-H23, NCI-H226, NCI-H460, NCI-H522, NCI-H322M
- O=C(Nc1ccc2c(ccn2C(=O)c2cccc(F)c2)c1)NC1CCCCC1
    74, 79, 100, 100, 85, 79, 91, 80, 99
- c1ccc([P+](CCCc2n(Cc3ccc4ccccc4c3)c3ccccc3[n+]2Cc2ccc3ccccc3c2)(c2ccccc2)c2ccccc2)cc1
    74, 84, 85, 21, 44, 84, 35, 60, 64
- C[C@]12CC[C@@H]3c4ccc(O)cc4CC[C@H]3[C@@H]1CC(=O)[C@@H]2O
    103, 110, 116, 109, 119, 102, 111, /, 101
- Clc1ccc(/C=C/c2ccc3ccccc3n2)cc1
    86&88&79, 79&92&84, 85&83&20, 75&28&53, 71&90&38, 93&81&84, 8.4*!, -39*!, 86&90&39
- C/C(=N\N=C\c1ccc(O)cc1)c1nnn(-c2ccc([N+](=O)[O-])cc2)c1C
    100, 98, 113, 95, 99, 100, 108, 94, 95
- Cc1cc(C)c(C(=O)c2ccccc2)c(C)c1
    103, 108, 104, 97, 101, 95, 106, 84, 101
- FC(F)(F)c1nc2ccccc2n1Cc1nnc(SCc2cn(-c3ccc(Cl)cc3Cl)nn2)o1
    112, 91, 101, 88, 85, 86, 96, 65, 81
- COc1ccc(C(=O)Cn2cc(CNC(=O)c3ccc4ccc5ccc(C(=O)NCc6cn(CC(=O)c7ccc(OC)c(OC)c7)nn6)nc5c4n3)nn2)cc1OC
    /, 97, 84, 105, 106, 87, 106, 91, 97
- COc1cc(N)cc(OC)c1OC
    115, 106, 97, 102, 107, 106, 105, 92, 107
- C/C(=N\NC(=O)c1sc(=S)n(C)c1N)c1ccco1
    105, 109, 89, 101, 103, 100, 109, 92, 101
- COCCn1cc(-c2nc(-c3ccsc3)cs2)c2cc(Br)ccc21
    105, 96, 90, 91, 85, 89, 90, 76, /
- O=c1n(CCCn2cnn(-c3ccccc3)c2=O)cnn1-c1ccccc1
    105, 94, 91, 106, 99, 95, 108, 86, 91
- CC(=O)S[C@@H]1CC2=CC(=O)CC[C@]2(C)[C@H]2CC[C@@]3(C)[C@@H](CC[C@@]34CCC(=O)O4)C12 (stereo partly specified)
    106, 87, 110, 95, 95, 80, 104, 89, 92
- c1ccc(N=C(Nc2ccccc2)Nc2ccccc2)cc1
    93, 96, 101, 102, 92, 96, 104, 95, 104
- Cc1nc2scc(-c3ccc(Cl)cc3)n2c(=O)c1CCN1CCOCC1
    95, 108, 94, 79, 101, 95, 107, 87, 90
- COC(=O)CCC[C@@H](C)[C@H]1CC[C@H]2[C@@H]3CC[C@@H]4CNC(=O)CC[C@]4(C)[C@H]3CC[C@]12C
    96, 102, 95, 91, 96, 99, 100, 86, 93
- CCOC(=O)CCCN1C/C(=C\c2ccc(Cl)cc2)C(=O)c2ccccc21
    102, 93, 86, 98, 88, 87, 112, 74, 101
- O=C1C=C(O)CC2(CCCCC2)C1
    100, 102, 96, 104, 100, 98, 108, /, 99
- CC(C)CC(NC(=O)c1c(Cl)ccc(Cl)c1Cl)C(=O)O (stereo unspecified)
    104, 98, 107, 100, 96, 98, 111, 102, 104
- COc1ccc(C2=NOC(C(=O)N3CCCCC3)C2)cc1OC1CCCC1 (stereo unspecified)
    99, 99, /, 103, 103, /, 105, 84, 104
- CCCn1nc(C(=O)N2CCCCC2)c2c1CCC(Nc1ccc(Oc3cccnc3)cc1)C2 (stereo unspecified)
    94, 95, 121, 100, 102, 95, 113, 92, 99
- CC1(C)OC2C(=O)C=C(COCc3ccccc3)C2O1 (stereo unspecified)
    96, 92, 103, 113, 95, 106, 112, 60, 100
- Cc1ccc(/C=C2\C(=O)N(C)c3ccc(S(=O)(=O)Nc4ccc(C(C)(C)C)cc4)cc32)s1
    -1.0*, 62, 76, 64, 64, 86, 32, 43, 59
- C/C=C(/C)n1cnc2c(Nc3ccccn3)nc(Cl)nc21
    105, 108, 111, 103, 102, 102, 103, 87, 99
- Nc1nc2cc(O)ccc2n2cc3c(F)cccc3c12
    -5.0*, 16, /, 18, 41, 55, 2.3*, /, 32
- O=Cc1ccc(-c2cn3ccnc3c(-c3ccc4ncn(Cc5ccccc5)c4c3)n2)cc1
    83, 63, 95, 79, 45, 99, 62, 75, 89
- COc1ccc(-c2nc3sc(-c4ccc(Cl)cc4)cn3n2)cc1
    -63*, 46, 49, 7.1*, 59, 50, -39*, 61, 18
- COc1cc(Cl)c(Cl)cc1Cl
    102, 112, 113, 127, 102, 100, 116, 97, 126

15 entries from above, sorted by SMILES length, smallest number first.
Order of values – OVCAR-4, NCI/ADR-RES, SK-OV-3, IGROV1, NCI-H23, NCI-H226, NCI-H460, NCI-H522, NCI-H322M
- COc1cc(N)cc(OC)c1OC
    115, 106, 97, 102, 107, 106, 105, 92, 107
- Cc1cc(C)c(C(=O)c2ccccc2)c(C)c1
    103, 108, 104, 97, 101, 95, 106, 84, 101
- Clc1ccc(/C=C/c2ccc3ccccc3n2)cc1
    86&88&79, 79&92&84, 85&83&20, 75&28&53, 71&90&38, 93&81&84, 8.4*!, -39*!, 86&90&39
- Nc1nc2cc(O)ccc2n2cc3c(F)cccc3c12
    -5.0*, 16, /, 18, 41, 55, 2.3*, /, 32
- c1ccc(N=C(Nc2ccccc2)Nc2ccccc2)cc1
    93, 96, 101, 102, 92, 96, 104, 95, 104
- C/C(=N\NC(=O)c1sc(=S)n(C)c1N)c1ccco1
    105, 109, 89, 101, 103, 100, 109, 92, 101
- CC(C)CC(NC(=O)c1c(Cl)ccc(Cl)c1Cl)C(=O)O (stereo unspecified)
    104, 98, 107, 100, 96, 98, 111, 102, 104
- COCCn1cc(-c2nc(-c3ccsc3)cs2)c2cc(Br)ccc21
    105, 96, 90, 91, 85, 89, 90, 76, /
- COc1ccc(C2=NOC(C(=O)N3CCCCC3)C2)cc1OC1CCCC1 (stereo unspecified)
    99, 99, /, 103, 103, /, 105, 84, 104
- O=C(Nc1ccc2c(ccn2C(=O)c2cccc(F)c2)c1)NC1CCCCC1
    74, 79, 100, 100, 85, 79, 91, 80, 99
- CCOC(=O)CCCN1C/C(=C\c2ccc(Cl)cc2)C(=O)c2ccccc21
    102, 93, 86, 98, 88, 87, 112, 74, 101
- O=Cc1ccc(-c2cn3ccnc3c(-c3ccc4ncn(Cc5ccccc5)c4c3)n2)cc1
    83, 63, 95, 79, 45, 99, 62, 75, 89
- FC(F)(F)c1nc2ccccc2n1Cc1nnc(SCc2cn(-c3ccc(Cl)cc3Cl)nn2)o1
    112, 91, 101, 88, 85, 86, 96, 65, 81
- Cc1ccc(/C=C2\C(=O)N(C)c3ccc(S(=O)(=O)Nc4ccc(C(C)(C)C)cc4)cc32)s1
    -1.0*, 62, 76, 64, 64, 86, 32, 43, 59
- COc1ccc(C(=O)Cn2cc(CNC(=O)c3ccc4ccc5ccc(C(=O)NCc6cn(CC(=O)c7ccc(OC)c(OC)c7)nn6)nc5c4n3)nn2)cc1OC
    /, 97, 84, 105, 106, 87, 106, 91, 97
